From PubChem BioAssay
EZH2 inh – EZH2/PRC2 methyltransferase inhibitors, primary screen, biochemical, DELFIA time-resolved fluorescence, single point | Histone-lysine N-methyltransferase EZH2 (Homo sapiens), Q15910 | PRC2 H3K27 methylation, DELFIA TRF, 1 h | inhibition, % at 12.5 µM | hit rate 0.35% among 57,000 | AID 651548, 2012;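 active means mean inhibition of replicates at least 50% and every single replicate also reaching 50%; inconclusive means mean inhibition at least 50% but some replicate falls below 50%; inactive means mean inhibition under 50%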;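 further: dimethyl H3K27 on biotinylated H3 21-44 peptide detected by antibody; plate controls were median neutral control wells for no effect and median positive control wells for full effect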
IDH1 R132H inh – inhibitors of IDH1 R132H reductase, primary screen, biochemical, plate reader, single point; Isocitrate dehydrogenase [NADP] cytoplasmic (Homo sapiens), O75874; diaphorase/resazurin fluorescence, 60 min; inhibition, % at 10 µM; hit rate 0.18% among 70,000; in the data active means inhibition above about 34%; inconclusive means no clear call, values can overlap the other calls; inactive means below about 11%;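 further: 0% = DMSO and 100% = no enzyme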
Target sequence (O75874 whole entry R132H): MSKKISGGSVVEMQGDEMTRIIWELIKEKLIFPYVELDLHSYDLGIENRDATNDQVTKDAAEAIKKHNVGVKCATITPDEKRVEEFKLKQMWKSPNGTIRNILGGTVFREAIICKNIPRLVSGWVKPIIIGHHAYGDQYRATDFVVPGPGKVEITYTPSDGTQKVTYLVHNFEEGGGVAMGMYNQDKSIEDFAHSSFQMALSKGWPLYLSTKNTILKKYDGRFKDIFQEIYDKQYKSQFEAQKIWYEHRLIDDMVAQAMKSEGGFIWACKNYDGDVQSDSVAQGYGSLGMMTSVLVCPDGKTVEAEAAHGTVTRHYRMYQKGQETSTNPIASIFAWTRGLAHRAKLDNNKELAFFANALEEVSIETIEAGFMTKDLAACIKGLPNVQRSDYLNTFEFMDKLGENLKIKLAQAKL
The depositor's hits bear a star; ? = inconclusive; nt = not tested or not shown. A portion of the library. The share of hits here may be higher or lower than overall.

SMILES	EZH2 inh	IDH1 R132H inh
CC(C)NC(=O)N(C)C[C@@H]1Oc2ncc(C#Cc3ccccc3F)cc2C(=O)N([C@@H](C)CO)C[C@@H]1C	-25	-0.6
COC(=O)C[C@@H]1C[C@H]2c3cc(N(C)C)ccc3O[C@H]2[C@@H](CO)O1	-6	-1.5
CN(C)CC(=O)Nc1ccc2c(c1)[C@@H]1C[C@H](CC(=O)N3CCOCC3)O[C@@H](CO)[C@@H]1O2	-10	0.0
C[C@H](CO)N1C[C@H](C)[C@H](CN(C)Cc2ccc(Cl)c(Cl)c2)Oc2ccc(NS(=O)(=O)c3cn(C)cn3)cc2CC1=O	2	-2.8
C[C@@H]1CN([C@@H](C)CO)C(=O)Cc2cc(NS(=O)(=O)c3ccc(Cl)cc3)ccc2O[C@@H]1CN(C)Cc1ccncc1	-5	nt
CO[C@@H]1CN(C)C(=O)c2cc(NC(=O)C3CC3)ccc2OC[C@@H](C)N(Cc2ccncc2)C[C@H]1C	3	-0.1
CCCNC(=O)C[C@H]1C[C@H]2c3cc(NS(C)(=O)=O)ccc3O[C@H]2[C@@H](CO)O1	-2	-1.4
Cc1ccc(S(=O)(=O)NCCNc2ccccc2[N+](=O)[O-])cc1	-9	-1.4
COc1ccc(S(=O)(=O)N(C)C[C@H]2OCCCC[C@H](C)Oc3ccc(N(C)C)cc3C(=O)N([C@H](C)CO)C[C@H]2C)cc1	-6	nt
COc1ccc(S(=O)(=O)N(C)C[C@H]2Oc3cc(C#CC4CC4)ccc3S(=O)(=O)N([C@@H](C)CO)C[C@@H]2C)cc1	0	1.2
C[C@@H]1CN([C@@H](C)CO)C(=O)CCCn2cc(nn2)CO[C@H]1CN(C)C(=O)C1CC1	9	3.4
NC(=O)COc1ccc(C2NC(=S)NC(c3ccccc3)=C2C(=O)c2ccccc2)cc1 (stereo not given)	1	-0.3

Brought forward from above: 2 entries, followed by the next part.
SMILES	EZH2 inh	IDH1 R132H inh
C[C@@H]1CN([C@@H](C)CO)C(=O)CCCn2cc(nn2)CO[C@H]1CN(C)C(=O)C1CC1	9	3.4
NC(=O)COc1ccc(C2NC(=S)NC(c3ccccc3)=C2C(=O)c2ccccc2)cc1 (stereo not given)	1	-0.3
O=C(CSc1nc(-c2ccccc2)cc(=O)[nH]1)NCC1CCCO1 (stereo not given)	-1	-0.5
COc1ccc(S(=O)(=O)N(C)C[C@H]2OCCCC[C@@H](C)Oc3ccc(NS(=O)(=O)c4ccccc4)cc3C(=O)N([C@@H](C)CO)C[C@@H]2C)cc1	nt	-1.8
C[C@H](CO)N1C[C@H](C)[C@H](CN(C)Cc2ccccn2)Oc2ncc(C#CC3CC3)cc2C1=O	5	1.7
C[C@H](CO)N1C[C@H](C)[C@@H](CN(C)Cc2ccccc2)Oc2ccc(NC(=O)NC3CCCCC3)cc2C1=O	-1	nt
C[C@@H]1CN([C@H](C)CO)C(=O)c2cc(-c3ccccc3F)cnc2O[C@H]1CN(C)C(=O)c1ccccn1	-2	-9.0
Cn1nc(C(C)(C)C)cc1C(=O)NN1CCOCC1	?	1.3
CCC(=O)N1C[C@@H](C)[C@@H](OC)CN(C)C(=O)c2ccc(NS(C)(=O)=O)cc2OC[C@@H]1C	-4	-0.1
Cc1ccc(S(=O)(=O)N[C@H]2CC[C@@H](CCNC(=O)c3ccc4c(c3)OCO4)O[C@H]2CO)cc1	6	-0.2
CC(C)=CCC/C(C)=C/CC/C(C)=C/Cc1c(C)cc(O)cc1O	36	3.1
CC(C)CC#Cc1ccc2c(c1)O[C@H](CN(C)Cc1ccncc1)[C@@H](C)CN([C@@H](C)CO)S2(=O)=O	nt	7.3
O=C(N[C@@H]1CC[C@H](CCn2cc(Cc3ccccc3)nn2)O[C@@H]1CO)c1cnccn1	-1	0.2
Cc1noc(C)c1NC(=O)N(C)C[C@@H]1OCCCC[C@@H](C)Oc2ccc(NC(=O)Nc3ccccc3)cc2C(=O)N([C@H](C)CO)C[C@@H]1C	nt	-0.5
CCNC(=O)C[C@H]1C=C[C@@H](NC(=O)C2CC2)[C@@H](CO)O1	6	0.0
CCCCCCCCNC(C)C(O)c1ccc(SC(C)C)cc1 (stereo not given)	0	-1.6
COc1ccccc1-c1cn(CC[C@@H]2CC[C@@H](NC(=O)NC(C)C)[C@H](CO)O2)nn1	-4	0.0
C/C=C/c1cnc2c(c1)C(=O)N([C@H](C)CO)C[C@@H](C)[C@H](CN(C)S(=O)(=O)c1cccs1)O2	nt	2.1
C[C@@H]1CN([C@H](C)CO)C(=O)c2cc(NC(=O)Cn3cnnn3)ccc2O[C@@H]1CN(C)C(=O)Nc1ccccc1	nt	-2.1
NC(=O)NCC#Cc1ccc2c(c1)[C@]1(C(=O)N2)[C@H](c2ccccc2OCCO)N2[C@H](c3ccccc3)[C@H](c3ccccc3)OC(=O)[C@H]2[C@@H]1C(=O)NC[C@H](O)c1ccccc1	-23	nt
COc1cccc(-c2cnc3c(c2)C(=O)N([C@@H](C)CO)C[C@@H](C)[C@H](CN(C)Cc2ccncc2)O3)c1	nt	-0.4
COc1ccc(CN(C)C[C@H]2OCCCC[C@H](C)Oc3ccc(NS(=O)(=O)c4ccc(Cl)cc4)cc3C(=O)N([C@@H](C)CO)C[C@@H]2C)cc1	nt	2.0
C[C@@H]1CN([C@H](C)CO)C(=O)c2cccc(NC(=O)c3nc4ccccc4s3)c2O[C@@H]1CN(C)S(=O)(=O)c1cccs1	nt	0.6
CC(=O)N(C)C[C@@H]1Oc2cc(C#Cc3ccc(F)cc3)ccc2S(=O)(=O)N([C@H](C)CO)C[C@H]1C	1	-13
Cc1cc(N(CC(=O)Nc2ccc(Oc3ccccc3)cc2)S(C)(=O)=O)ccc1Br	27	0.0
COc1ccc(C#Cc2cnc3c(c2)C(=O)N([C@@H](C)CO)C[C@@H](C)[C@H](CN(C)C(=O)CC2CC2)O3)cc1	-1	-0.2
CCc1c(O)nc(SCC(=O)Nc2ccc(C(C)=O)cc2)[nH]c1=O	-2	0.2
CO[C@@H]1CN(C)C(=O)c2ccc(NC(C)=O)cc2OC[C@@H](C)N(C(=O)C2CCOCC2)C[C@H]1C	9	0.1
CCCN1C[C@@H](C)[C@@H](OC)CN(C)C(=O)c2cc(NC(=O)NC3CCCCC3)ccc2OC[C@@H]1C	14	-0.1
C[C@@H]1CN([C@H](C)CO)C(=O)Cc2cc(NS(=O)(=O)c3ccccc3)ccc2O[C@H]1CN(C)Cc1ccc(Oc2ccccc2)cc1	nt	-0.2
C[C@H](CO)N1C[C@H](C)[C@H](CN(C)CC2CC2)Oc2ccc(NC(=O)CCN3CCOCC3)cc2C1=O	nt	3.5
CO[C@@H]1CN(C)C(=O)c2ccc(NC(=O)C3CCC3)cc2OC[C@H](C)N(Cc2nccs2)C[C@@H]1C	-10	-0.1
C[C@H]1CN([C@@H](C)CO)C(=O)c2cccc(NC(=O)C3CCOCC3)c2O[C@H]1CN(C)Cc1ccc(Oc2ccccc2)cc1	-1	1.0
Cc1noc(C)c1S(=O)(=O)Nc1ccc2c(c1)C(=O)N([C@@H](C)CO)C[C@H](C)[C@@H](CN(C)S(=O)(=O)c1cn(C)cn1)OCCCC[C@H](C)O2	nt	0.5
CC(C)(C)[C@H]1C=C(C(=O)O)O[C@@H](OCCCCO)C1	-11	nt
O=C(C[C@@H]1C[C@@H]2c3cc(NS(=O)(=O)c4ccc(F)cc4)ccc3O[C@@H]2[C@@H](CO)O1)NCc1ccncc1	-13	0.1
C[C@H]1CCCCO[C@H](CN(C)C(=O)CCC(F)(F)F)[C@@H](C)CN([C@@H](C)CO)C(=O)c2cc(NS(C)(=O)=O)ccc2O1	8	-0.5
COc1ccc(NC(=O)Nc2ccc3c(c2)C(=O)N([C@H](C)CO)C[C@H](C)[C@H](CN(C)C(=O)Cc2ccccc2)OCCCC[C@@H](C)O3)cc1	nt	1.0

18 compounds from above, arranged by number of heavy atoms, descending:
SMILES	EZH2 inh	IDH1 R132H inh
COc1ccc(NC(=O)Nc2ccc3c(c2)C(=O)N([C@H](C)CO)C[C@H](C)[C@H](CN(C)C(=O)Cc2ccccc2)OCCCC[C@@H](C)O3)cc1	nt	1.0
Cc1noc(C)c1NC(=O)N(C)C[C@@H]1OCCCC[C@@H](C)Oc2ccc(NC(=O)Nc3ccccc3)cc2C(=O)N([C@H](C)CO)C[C@@H]1C	nt	-0.5
C[C@@H]1CN([C@H](C)CO)C(=O)Cc2cc(NS(=O)(=O)c3ccccc3)ccc2O[C@H]1CN(C)Cc1ccc(Oc2ccccc2)cc1	nt	-0.2
C[C@@H]1CN([C@H](C)CO)C(=O)c2cccc(NC(=O)c3nc4ccccc4s3)c2O[C@@H]1CN(C)S(=O)(=O)c1cccs1	nt	0.6
C[C@@H]1CN([C@H](C)CO)C(=O)c2cc(NC(=O)Cn3cnnn3)ccc2O[C@@H]1CN(C)C(=O)Nc1ccccc1	nt	-2.1
COc1ccc(S(=O)(=O)N(C)C[C@H]2Oc3cc(C#CC4CC4)ccc3S(=O)(=O)N([C@@H](C)CO)C[C@@H]2C)cc1	0	1.2
COc1ccc(C#Cc2cnc3c(c2)C(=O)N([C@@H](C)CO)C[C@@H](C)[C@H](CN(C)C(=O)CC2CC2)O3)cc1	-1	-0.2
C[C@H](CO)N1C[C@H](C)[C@H](CN(C)CC2CC2)Oc2ccc(NC(=O)CCN3CCOCC3)cc2C1=O	nt	3.5
CC(C)CC#Cc1ccc2c(c1)O[C@H](CN(C)Cc1ccncc1)[C@@H](C)CN([C@@H](C)CO)S2(=O)=O	nt	7.3
CO[C@@H]1CN(C)C(=O)c2ccc(NC(C)=O)cc2OC[C@@H](C)N(C(=O)C2CCOCC2)C[C@H]1C	9	0.1
NC(=O)COc1ccc(C2NC(=S)NC(c3ccccc3)=C2C(=O)c2ccccc2)cc1 (stereo not given)	1	-0.3
CN(C)CC(=O)Nc1ccc2c(c1)[C@@H]1C[C@H](CC(=O)N3CCOCC3)O[C@@H](CO)[C@@H]1O2	-10	0.0
COc1ccccc1-c1cn(CC[C@@H]2CC[C@@H](NC(=O)NC(C)C)[C@H](CO)O2)nn1	-4	0.0
C[C@@H]1CN([C@@H](C)CO)C(=O)CCCn2cc(nn2)CO[C@H]1CN(C)C(=O)C1CC1	9	3.4
CC(C)=CCC/C(C)=C/CC/C(C)=C/Cc1c(C)cc(O)cc1O	36	3.1
Cc1ccc(S(=O)(=O)NCCNc2ccccc2[N+](=O)[O-])cc1	-9	-1.4
CCNC(=O)C[C@H]1C=C[C@@H](NC(=O)C2CC2)[C@@H](CO)O1	6	0.0
Cn1nc(C(C)(C)C)cc1C(=O)NN1CCOCC1	?	1.3

New compounds follow:
SMILES	EZH2 inh	IDH1 R132H inh
O=C(Cn1cnc([N+](=O)[O-])c1)Nc1ccc(Cl)cc1Cl	7	-0.1
C[C@@H]1CN([C@H](C)CO)C(=O)c2cc(Br)cnc2O[C@@H]1CN(C)C(=O)c1ccccc1	nt	0.1
Cc1ccc(S(=O)(=O)N[C@@H]2CC[C@H](CC(=O)N3CCC(Cc4ccccc4)CC3)O[C@@H]2CO)cc1	-1	-0.3
O=C(NO)c1ccc(C(=O)N/N=C/c2cc(Br)cc(Br)c2O)cc1	13	nt
Cc1noc(C)c1S(=O)(=O)Nc1cccc2c1O[C@@H](CN(C)Cc1ccc(Oc3ccccc3)cc1)[C@@H](C)CN([C@@H](C)CO)C2=O	nt	2.3
C[C@@H]1CN([C@H](C)CO)C(=O)c2cc(NC(=O)Nc3ccc(F)cc3)ccc2O[C@@H](C)CCCCO[C@H]1CN(C)S(=O)(=O)c1cn(C)cn1	nt	-1.1
Cc1cccc(-n2c(C)nnc2SCC(=O)Nc2ccc(Br)cc2F)c1	-1	-0.2
COC(=O)C(CC#Cc1ccc2c(c1)[C@]1(C(=O)N2)[C@H](C(=O)NC[C@H](O)c2ccccc2)[C@H]2C(=O)O[C@H](c3ccccc3)[C@H](c3ccccc3)N2[C@@H]1c1ccc(O)cc1)C(=O)OC	-38	nt
C[C@@H]1CN([C@H](C)CO)C(=O)c2cc(NC(=O)Nc3cccc4ccccc34)ccc2O[C@H]1CN(C)Cc1ccc(Oc2ccccc2)cc1	nt	1.8
CN(C)CCCOc1ccc(/C=N/NC(=O)CCCCCC(=O)NO)cc1	11	0.2
CCCNC(=O)Cc1ccc(N2C(=O)CSC2c2ccccc2)cc1 (stereo not given)	4	nt
COc1ccccc1-c1cccc(-c2nc(C(=O)N3CCOCC3)cc3c2[C@@H](CCO)N([S@](=O)C(C)(C)C)C3)c1	0	-0.1
COc1c(Cl)cc(C(=O)Nc2sc3c(c2C(=O)NC2CCS(=O)(=O)C2)CCC(C)C3)cc1Cl (stereo not given)	-1	0.0
Cc1cccc(N=C2SCC(=O)N2c2cccc(C)c2)c1	-9	1.1
CN(C)C(=O)C[C@H]1C[C@@H]2c3cc(NC(=O)Nc4ccccc4)ccc3O[C@@H]2[C@@H](CO)O1	4	3.0
CCC(=O)Nc1ccc2c(c1)C(=O)N(C)C[C@@H](OC)[C@H](C)CN(C(=O)COC)[C@@H](C)CO2	2	0.4
O=C(C[C@H]1C=C[C@H](NC(=O)NC2CCCCC2)[C@H](CO)O1)NCc1ccc(Cl)cc1	11	0.3
COC(=O)c1ccccc1NC(=O)Cn1nnc(-c2ccc(OC)cc2)n1	-17	-0.1
C[C@@H]1CN([C@H](C)CO)C(=O)c2cc(NC(=O)NC3CCCCC3)ccc2O[C@@H]1CN(C)Cc1ccc(C(=O)Nc2ccccc2N)cc1	-2	0.1
COc1ccc(S(=O)(=O)N(C)C[C@@H]2Oc3c(NC(=O)CCCCCC(=O)Nc4ccccc4N)cccc3C(=O)N([C@H](C)CO)C[C@@H]2C)cc1	-4	0.0
C[C@]12CCC3C(CC[C@@H]4C[C@H](O)CC[C@]34C)C1CC[C@]2(O)C(=O)CO (stereo not given in full)	nt	0.3
O=C(COc1cc(Cl)c(Cl)cc1Cl)Nc1ccccc1C(=O)N1CCCCC1	7	0.1
